CHO parental Ca: signal in parental CHO cells, OX1R antagonist counter-screen; inhibition, % at 5.6 µM; actives 0.63% (n = 330,000); parental CHO-K1, ATP-induced calcium, Fluo-8 fluorescence;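 active means inhibition above that plate's mean sample inhibition plus 3 SD, cut at about 26% in these data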;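 further: 0% = ATP-challenged DMSO wells and 100% = DMSO wells without ATP; some compounds past the cut are filed as inactive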
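Assay system – parental CHO cells · Reagent – ATP stimulus · Detection – intracellular calcium via Fluo-8 no-wash fluorescent dye · Evaluation – percent inhibition of ATP-evoked calcium rise, normalized to controls · Controls – ATP wells versus no-ATP DMSO wells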
TAAR1 antagonist: antagonists of human TAAR1; Q96RJ0; AID 624466; actives 1.5% (n = 360,000); inhibition, % at 3 µM; CHO RD-HGA16 TAAR1, Fluo-8 calcium fluorescence, antagonist;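 active means inhibition above a per-plate cutoff, the mean inhibition of test compounds on that plate plus 3 SD, cut at about 49% in these data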;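 further: 0% = DMSO plus EC80 beta-PEA response and 100% = DMSO alone without agonist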
Target sequence (Q96RJ0 whole entry, looked up): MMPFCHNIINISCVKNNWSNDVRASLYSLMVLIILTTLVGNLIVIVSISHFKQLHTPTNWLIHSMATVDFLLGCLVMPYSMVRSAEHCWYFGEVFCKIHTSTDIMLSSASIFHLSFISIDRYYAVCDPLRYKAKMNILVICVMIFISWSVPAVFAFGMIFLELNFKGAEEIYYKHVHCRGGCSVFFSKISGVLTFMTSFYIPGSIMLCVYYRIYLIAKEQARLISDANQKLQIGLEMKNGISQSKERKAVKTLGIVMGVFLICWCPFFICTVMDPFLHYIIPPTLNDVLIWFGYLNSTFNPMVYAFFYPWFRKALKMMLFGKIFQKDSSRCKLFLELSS
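Assay system: CHO-derived RD-HGA16 cells stably expressing human TAAR1 plus Gα16. Timing: 140 s kinetic read after compound, 140 s after agonist. Technique: kinetic Fluo-8 calcium fluorescence measurement. Measure: % inhibition of agonist calcium response.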
CHO-K1 Ca antag: counter-screen for M1 antagonists: effect in parental CHO-K1 cells. actives 0.6% (n = 360,000). ATP-induced calcium, Fluo-8 fluorescence. AID 602250. inhibition, % at 3 µM;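 active means inhibition above a per-plate cutoff, the plate's mean sample inhibition plus 3 SD, cut at about 24% in these data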;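 further: 0% = DMSO plus EC80 ATP and 100% = DMSO alone without ATP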
M1 PAM parental: M1 PAM counterscreen hit in parental CHO-K1 cells; actives 0.02% (n = 360,000); AID 602247; ATP EC20, Fluo-8 calcium fluorescence; 0% at ATP EC20, 100% at ATP max; activation, % at 3 µM;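 active means activation above the run cutoff, the mean activation of all test compounds plus 3 SD, cut at about 40% in these data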;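 further: peak over basal fluorescence ratio in a 140 s read after ATP addition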
M1 antag: human CHRM1 antagonism. CHO-K1 hM1, Fluo-8 calcium fluorescence, ACh EC80 antagonist. actives 1.3% (n = 360,000). inhibition, % at 3 µM;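 active means percent inhibition above its own plate's cutoff, namely the mean of that plate's compound wells plus 3 SD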;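 further: peak over basal fluorescence ratio during 140 s after agonist addition; 0% = ACh EC80 plus DMSO and 100% = DMSO alone without agonist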
Target sequence (P11229 whole entry, looked up): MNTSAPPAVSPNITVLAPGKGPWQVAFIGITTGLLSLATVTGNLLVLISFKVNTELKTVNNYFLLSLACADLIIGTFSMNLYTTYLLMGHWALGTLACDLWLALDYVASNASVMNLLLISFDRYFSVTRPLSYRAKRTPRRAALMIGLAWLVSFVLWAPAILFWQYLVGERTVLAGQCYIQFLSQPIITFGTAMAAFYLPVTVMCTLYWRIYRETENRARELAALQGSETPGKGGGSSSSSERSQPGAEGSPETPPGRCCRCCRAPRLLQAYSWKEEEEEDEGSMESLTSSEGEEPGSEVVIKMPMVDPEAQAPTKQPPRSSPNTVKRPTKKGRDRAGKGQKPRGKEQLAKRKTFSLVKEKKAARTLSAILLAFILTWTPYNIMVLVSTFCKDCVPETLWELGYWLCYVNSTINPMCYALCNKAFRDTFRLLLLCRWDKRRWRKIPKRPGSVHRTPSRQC
CHO-K1 Ca ag: M1 agonist counterscreen hit in parental CHO-K1 cells; Fluo-8 calcium fluorescence; scaled to maximal ATP response, vehicle zero; activation, % at 3 µM; actives 0.48% (n = 360,000); AID 602248; in the data active means activation above about 15%;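 further: untransfected CHO-K1 host cells lacking M1 receptor as counterscreen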
CHRM1 agonist: human M1 muscarinic receptor agonism | activation, % at 3 µM | actives 0.33% (n = 360,000) | P11229 | CHO-K1 hM1, Fluo-8 calcium fluorescence, agonist mode; 0% DMSO, 100% acetylcholine EC100;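 active means activation above the run's mean compound activation plus 3 SD, cut at about 16% in these data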;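 further: peak over basal fluorescence ratio within a 140 s kinetic read after compound addition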
M1 PAM: potentiates human M1 receptor response to acetylcholine; P11229; CHO-K1 hM1, Fluo-8 calcium fluorescence, ACh EC20; 0% = ACh EC20, 100% = maximal ACh; activation, % at 3 µM; actives 0.088% (n = 360,000); in the data active means activation above about 19%, passing the limit was not always enough
TAAR1 ag: agonists of human TAAR1; Q96RJ0; CHO RD-HGA16 TAAR1, Fluo-8 calcium fluorescence; vehicle wells 0%, saturating PEA agonist 100%; activation, % at 3 µM; actives 0.99% (n = 360,000); AID 624467;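 active means activation above the mean activation of all test compounds in the run plus 3 SD, cut at about 38% in these data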
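System: CHO-derived RD-HGA16 cells with stable Gα16 and human TAAR1. Times: 17-24 h plating, Fluo-8 75 min 37 °C, 30 min RT. Measured by: calcium-sensitive Fluo-8 signal, excitation 470-495, emission 515-575 nm. Read-out basis: % activation relative to PEA EC100 response. Control set: DMSO and PEA EC100. Repeats: no replicates (n 1).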
An asterisk follows results filed as active; · = no result given.

Each structure is followed by: CHO parental Ca | TAAR1 antagonist | CHO-K1 Ca antag | M1 PAM parental | M1 antag | CHO-K1 Ca ag | CHRM1 agonist | M1 PAM | TAAR1 ag
- CCN(C(=O)CSc1nnc(SC(C)C)s1)C1CCS(=O)(=O)C1 (stereo not drawn)
  -17 | 2 | -18 | 18 | -10 | 1.9 | -6 | 11 | 3
- CCOc1cc([N+](=O)[O-])cc(/C=N/NC(=O)c2c(-c3ccccc3)noc2C)c1O
  -14 | · | -9 | 5 | -9 | 0.8 | -3 | 5 | ·
- CN(Cc1ccccc1)C(=O)CCN1C(=O)c2cccc([N+](=O)[O-])c2C1=O
  · | -15 | -8 | 11 | -2 | 0.6 | -6 | -5 | 3
- Cc1ccccc1OCCC(=O)Nc1cc(S(=O)(=O)N2CCCCC2)ccc1N1CCN(C)CC1
  · | 49* | 8 | -12 | 19 | 51* | 34* | -13 | 90*
- CC(C)CNC(=O)C1(C)CCCN1C(=O)CCc1cccs1 (stereo not drawn)
  · | -8 | -15 | 14 | -6 | 0.3 | -4 | 3 | 3
- COc1cc(C(=O)O)ccc1OC(C)=O
  4 | -2 | -11 | -10 | 8 | 0.2 | 1 | -2 | 2
- COc1ccc(/C(C)=N/NC(=O)CNC(=O)CCc2ccccc2)c(OC)c1
  -20 | -16 | -17 | 1 | -12 | -0.3 | -7 | 7 | -1
- CC(Oc1ccccc1)C(=O)N1CCC2(CC1)Oc1ccc(F)cc1C(=O)C21CC(c2ccc(Cl)cc2)=NO1 (stereo not drawn)
  0 | -13 | -13 | 8 | -3 | 0.4 | -2 | 4 | 13
- O=C(CSc1nc2ccc([N+](=O)[O-])cc2[nH]1)NC1CCCCC1
  -16 | 6 | -16 | 11 | -5 | 7.8 | 1 | 4 | 8
- CCOC(=O)CC(=O)Nc1cc(Cl)ccc1O
  -14 | 9 | -6 | 0 | -18 | 0.2 | 0 | -3 | 2
- CC(NC(=O)CN1C(=O)NC(C)(c2cccc3ccccc23)C1=O)c1ccccc1 (stereo not drawn)
  -4 | -10 | -24 | 15 | -26 | 3.0 | 8 | 17 | 5
- CCc1cc2c(=O)[nH]c(COC)nc2s1
  8 | -15 | 21 | -9 | 9 | 0.1 | 0 | -7 | 1
- CCOc1ccc(-c2c(C(=O)N/N=C(\C)c3cccs3)nnn2-c2nonc2N)cc1
  -15 | -10 | -19 | 13 | -6 | 1.9 | 7 | 7 | 85*
- O=C1N[C@@H](Cc2c[nH]c3ccccc23)COC(=O)[C@@H](Cc2ccc(F)cc2)C/C=C\C[C@H]1CC(=O)N(CCO)Cc1ccccc1
  -6 | 55* | 4 | 3 | 1 | 4.3 | 0 | 5 | 10
- Cc1ccc(CNC(=S)NC2CCCCC2)cc1
  · | 14 | 18 | -26 | -1 | -0.1 | -4 | 4 | 0
- Nc1c(NCCCN2CCOCC2)c2ccccc2oc1=O
  -19 | · | -6 | 8 | -5 | 0.7 | -3 | 0 | ·
- Cc1ccc(OCCCCN2CCc3ccccc3C2)c(C)c1
  -28 | -12 | -3 | -13 | 1 | -0.1 | -8 | -7 | 16
- NC(=N\N=Cc1ccccc1)/C(N)=N/N=Cc1ccccc1
  · | -10 | 9 | -7 | 12 | 0.4 | -2 | -8 | 0
- Cc1ccc(-n2nnc3c(=O)n(Cc4ccccc4C)cnc32)cc1
  2 | -4 | 8 | 10 | -12 | 0.4 | -1 | 7 | 0
- COc1ccc(C(O)c2nc(-c3cccs3)cs2)cc1 (stereo not drawn)
  · | -10 | 2 | 9 | -9 | 3.4 | -1 | 2 | 2

Reformatted in CSV form: 17 of the compounds above
structure,CHO parental Ca,TAAR1 antagonist,CHO-K1 Ca antag,M1 PAM parental,M1 antag,CHO-K1 Ca ag,CHRM1 agonist,M1 PAM,TAAR1 ag
CCN(C(=O)CSc1nnc(SC(C)C)s1)C1CCS(=O)(=O)C1 (stereo not drawn),-17,2,-18,18,-10,1.9,-6,11,3
CCOc1cc([N+](=O)[O-])cc(/C=N/NC(=O)c2c(-c3ccccc3)noc2C)c1O,-14,·,-9,5,-9,0.8,-3,5,·
CN(Cc1ccccc1)C(=O)CCN1C(=O)c2cccc([N+](=O)[O-])c2C1=O,·,-15,-8,11,-2,0.6,-6,-5,3
Cc1ccccc1OCCC(=O)Nc1cc(S(=O)(=O)N2CCCCC2)ccc1N1CCN(C)CC1,·,49*,8,-12,19,51*,34*,-13,90*
CC(C)CNC(=O)C1(C)CCCN1C(=O)CCc1cccs1 (stereo not drawn),·,-8,-15,14,-6,0.3,-4,3,3
COc1cc(C(=O)O)ccc1OC(C)=O,4,-2,-11,-10,8,0.2,1,-2,2
COc1ccc(/C(C)=N/NC(=O)CNC(=O)CCc2ccccc2)c(OC)c1,-20,-16,-17,1,-12,-0.3,-7,7,-1
CC(Oc1ccccc1)C(=O)N1CCC2(CC1)Oc1ccc(F)cc1C(=O)C21CC(c2ccc(Cl)cc2)=NO1 (stereo not drawn),0,-13,-13,8,-3,0.4,-2,4,13
O=C(CSc1nc2ccc([N+](=O)[O-])cc2[nH]1)NC1CCCCC1,-16,6,-16,11,-5,7.8,1,4,8
CCOC(=O)CC(=O)Nc1cc(Cl)ccc1O,-14,9,-6,0,-18,0.2,0,-3,2
CC(NC(=O)CN1C(=O)NC(C)(c2cccc3ccccc23)C1=O)c1ccccc1 (stereo not drawn),-4,-10,-24,15,-26,3.0,8,17,5
CCc1cc2c(=O)[nH]c(COC)nc2s1,8,-15,21,-9,9,0.1,0,-7,1
CCOc1ccc(-c2c(C(=O)N/N=C(\C)c3cccs3)nnn2-c2nonc2N)cc1,-15,-10,-19,13,-6,1.9,7,7,85*
O=C1N[C@@H](Cc2c[nH]c3ccccc23)COC(=O)[C@@H](Cc2ccc(F)cc2)C/C=C\C[C@H]1CC(=O)N(CCO)Cc1ccccc1,-6,55*,4,3,1,4.3,0,5,10
Cc1ccc(CNC(=S)NC2CCCCC2)cc1,·,14,18,-26,-1,-0.1,-4,4,0
Nc1c(NCCCN2CCOCC2)c2ccccc2oc1=O,-19,·,-6,8,-5,0.7,-3,0,·
Cc1ccc(OCCCCN2CCc3ccccc3C2)c(C)c1,-28,-12,-3,-13,1,-0.1,-8,-7,16

Additional records.
Each structure is followed by: CHO parental Ca | TAAR1 antagonist | CHO-K1 Ca antag | M1 PAM parental | M1 antag | CHO-K1 Ca ag | CHRM1 agonist | M1 PAM | TAAR1 ag
- COc1cc(NC(=O)c2ccco2)c(OC)cc1NC(=O)CSc1nnc(-c2cccs2)n1C
  -45 | 27 | -6 | 22 | 0 | 2.6 | -3 | 0 | 13
- COc1ccccc1/C=C/C=N/NC(=O)CCn1nnc2ccccc21
  -17 | 40 | -1 | 5 | 1 | 3.8 | -7 | -2 | 11
- O=Cc1cccn1-c1c(C(=O)O)cnn1-c1ccccc1
  -7 | 9 | -8 | 17 | 1 | 0.5 | -4 | 3 | 1
- COc1cccc(-c2nnc(-c3ccccc3[N+](=O)[O-])o2)c1
  -7 | -17 | -10 | 4 | -16 | 1.5 | -3 | 10 | -1
- CCCNC(=O)C(Cc1cccc(C#N)c1)NC(=O)c1ccc(C#N)cc1 (stereo not drawn)
  -16 | -6 | -9 | -3 | 5 | -0.2 | -5 | 1 | 4
- CC1Cc2ccccc2N1CC(=O)Nc1cc(S(=O)(=O)N2CCOCC2)ccc1Cl (stereo not drawn)
  · | 25 | 12 | -17 | 11 | 1.7 | -2 | -11 | -1
- COc1cc(N/C=C2\CC(=O)NC(C)=C2C#N)cc(OC)c1OC
  -7 | 6 | 5 | -10 | 13 | 1.8 | -4 | -12 | 3
- Cc1ccccc1NC(=S)N(Cc1ccccc1)Cc1cccnc1
  -26 | -20 | -18 | 18 | -13 | 0.3 | -7 | 7 | 5
- CNC(=S)N1N=C2c3ccccc3CCC2C1c1ccccc1Cl (stereo not drawn)
  -12 | -33 | 14 | -20 | 4 | -0.3 | -6 | -3 | 1
- CC(C)(C)c1nnc(NC(=O)c2cccs2)s1
  -5 | -12 | -7 | 13 | 3 | 2.6 | -3 | 10 | 5
- CCn1c(-c2cccnc2)n[nH]c1=S
  -6 | 7 | -1 | 3 | -10 | 6.2 | -2 | 3 | 2
- CCN(CC)c1ccc(/C=N/NC(=O)c2cc(C)nc3ccccc23)cc1
  -11 | -10 | -14 | 9 | 0 | 1.5 | -2 | 9 | -1
- CCCCn1c(N)c(N(CCC(C)C)C(=O)COC(=O)c2cccnc2OCC)c(=O)[nH]c1=O
  -3 | -2 | -12 | 10 | -9 | 0.3 | -2 | 8 | 24
- Cc1ccccc1CS(=O)(=O)c1cn(CC(=O)N2CCC(C)CC2)c2ccccc12
  -11 | 20 | -6 | 6 | 21 | 6.2 | -2 | -12 | 16
- CC(C)(C)OC(=O)N1CCCC(C(=O)Nc2cccc(C(=O)NCCc3ccccc3)c2)C1 (stereo not drawn)
  · | 49* | -9 | 14 | -5 | 8.4 | 9 | 2 | 13
- O=C1CSC(=NC(=O)c2ccccc2)N1
  -2 | -17 | 0 | 5 | 0 | -0.6 | 0 | -1 | 20
- CCCCOC(=O)COc1ccc(Cl)cc1Cl
  -12 | -12 | -18 | 3 | -6 | -0.1 | -1 | 1 | 0
- Cc1ccc2nc(Nc3nc(CSc4nnc(C)s4)cc(=O)[nH]3)nc(C)c2c1
  -16 | -1 | -14 | 23 | -9 | -0.1 | -5 | 11 | 1
- CN1CCN(C(=O)/C(=C/c2ccc(F)cc2)c2ccsc2)CC1
  -15 | 0 | -6 | 9 | 98* | 0.8 | -6 | -24 | 1
- CCc1nnc(NC(=O)CSc2nc3c(c(=O)n2CC)SC(C)C3)s1 (stereo not drawn)
  2 | -34 | -11 | 16 | -4 | -0.1 | -2 | -1 | 4
- O=C(N/C(=C/c1ccc(F)cc1)C(=O)N1CCCC1)c1ccccc1
  3 | -23 | -2 | -1 | 4 | 0.1 | -2 | 1 | 1

Full records as entered above:
`COc1ccccc1/C=C/C=N/NC(=O)CCn1nnc2ccccc21` reads CHO parental Ca: -17; TAAR1 antagonist: 40; CHO-K1 Ca antag: -1; M1 PAM parental: 5; M1 antag: 1; CHO-K1 Ca ag: 3.8; CHRM1 agonist: -7; M1 PAM: -2; TAAR1 ag: 11
`CCc1nnc(NC(=O)CSc2nc3c(c(=O)n2CC)SC(C)C3)s1` (stereo not drawn) reads CHO parental Ca: 2; TAAR1 antagonist: -34; CHO-K1 Ca antag: -11; M1 PAM parental: 16; M1 antag: -4; CHO-K1 Ca ag: -0.1; CHRM1 agonist: -2; M1 PAM: -1; TAAR1 ag: 4
